# Bioassay records (PubChem)
# Integrin act MD – integrin-mediated muscular dystrophy alleviation activation. alpha7betagal myoblasts, beta-gal FDG fluorescence, 48 h. Potency, µM (top dose mostly 38.3 µM), inactives show at the highest dose activation, usual class: activators. 0.064% of 350,000 active. AID 624291;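 also: potency is read from the fitted curve at half-maximal effect; 100% = response of the positive control SU9516; nearly all actives have a fitted effect of over 60% in size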
#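 alpha7betagal+/- myoblasts (passage 13, 250/well) treated 48 h at 37C with compounds at 1:260 dilution of DMSO stock. Lysed, then beta-galactosidase activity read as FDG fluorescence (ex 480/em 540) after 30 min, with pre-read for autofluorescence.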
# S-ASM inh – blocks human secretory acid sphingomyelinase; 0.006% of 340,000 active; AID 504937; Potency, µM (doses to about 57.5 µM), for the others: at the highest dose activity change, negative = inhibition, hits mostly inhibitors; placental ASM, HMU-PC fluorogenic substrate, 60 min; also: potency is read from the fitted curve at half-maximal effect
#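 Human placenta-derived ASM enzyme was preincubated with compound for 10 minutes at room temperature, then given fluorogenic substrate HMU-PC0 (9 uM final) for 60 minutes at 37 °C; a pH 10 stop preceded fluorescence reading at Ex 386/Em 447 nm.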
# Mito fusion yeast – blocks mitochondrial division or promotes mitochondrial fusion | S. cerevisiae fusion-defective mutant growth rescue, CellTiterGlo 48 h | Potency, µM (doses to about 46.1 µM), inactives show at the top dose growth rescue (activation), most hits filed as activators | 0.23% of 320,000 active;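 also: potency is read from the fitted curve at half-maximal effect; % of control where 0% means no effect; nearly all actives have a fitted effect of over 45% in size; temperature-sensitive fusion mutants such as fzo1-1 at 37 °C on non-fermentable ethanol glycerol medium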
#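 Temperature-sensitive fusion-defective S. cerevisiae (e.g. fzo1-1, mgm1-5) were grown with compound in YPEG medium (3% ethanol, 3% glycerol) for 48 hours at 37C. Growth rescue was measured as viability by CellTiterGlo luminescence after 10 minutes at ambient.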
# A-T KAP1 phos – candidate therapy for ataxia-telangiectasia | Potency, µM (titrated, usually from 57.5 µM), inactives show at the top dose activation, hits mostly activators | 0.19% of 320,000 active | AID 485349 | […] A-T fibroblasts, KAP-1 phosphorylation AlphaLISA; neocarzinostatin DNA damage 30 min before lysis; also: potency is read from the fitted curve at half-maximal effect; % of control where 0% means no effect; nearly all actives have a fitted effect of over 45% in size
#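 ATM-like activity read as KAP-1 phosphorylation via AlphaLISA donor/acceptor antibody pairs after lysis and 6 hr at 25C. Cells were ATM-null patient fibroblasts ([…], hTERT), dosed 60 min, then exposed to the DSB inducer NCS for 30 min.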
# MBNL1-CUG inh – inhibitors of human MBNL1 binding to CUG repeat RNA | Potency, µM (titrated, usually from 57.5 µM), for inactives: top-dose activity change, negative = inhibition, hits mostly inhibitors | Q9NR56 | 0.036% of 280,000 active | TR-FRET MBNL1-His/biotin-(CUG)12 binding, 665/545 ratio; active = well fitted inhibition curve with a large enough effect in the signal ratio, with a control signal flat, not every such curve was filed as active; inconclusive = small, poorly fitted or top-dose-only effect, or effect the other way, or a change in a side signal; inactive = no such curve, though single readings can be large or run the other way; the % refers to the signal ratio; also: potency is read from the fitted curve at half-maximal effect; % is scaled to controls: 0 for no effect and ±100 for the full control effect
# Target sequence (Q9NR56 whole entry, looked up): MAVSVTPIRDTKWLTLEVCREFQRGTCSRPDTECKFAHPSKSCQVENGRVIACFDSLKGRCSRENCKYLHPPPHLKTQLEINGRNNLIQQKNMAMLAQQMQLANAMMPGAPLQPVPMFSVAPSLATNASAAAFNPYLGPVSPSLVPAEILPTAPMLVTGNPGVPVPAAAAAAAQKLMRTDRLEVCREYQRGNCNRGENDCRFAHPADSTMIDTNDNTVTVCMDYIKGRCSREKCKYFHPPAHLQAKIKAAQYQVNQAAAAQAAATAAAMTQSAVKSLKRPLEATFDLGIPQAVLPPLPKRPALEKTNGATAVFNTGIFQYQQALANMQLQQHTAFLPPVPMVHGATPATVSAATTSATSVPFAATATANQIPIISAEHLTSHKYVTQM
#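 MBNL1-His + Biotin-(CUG)12, cpd titration 92 nM–58 uM; Tb anti-His Ab 0.055 ng/ul, SA-XL665 5 nM (final); 60 min RT; ratiometric 665/545 nm, Ex 340 nm; normalized to buffer and full-complex controls.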
# TCR activator – activators of T cell receptors; Potency, µM (series often up to 9.22 µM), for inactives: at the top dose activation of IL-2 secretion, actives largely listed as activators; primary human leukocytes, anti-CD3, IL-2 HTRF, 48 h; 330,000 tested, under 10 active; also: % of control where 0% means no effect
#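 Readout: HTRF IL-2, Eu-cryptate/d2 antibody pair, 320nm excitation, 665nm emission. Stimulus: a-CD3 beads, no co-stimulation. Cells: primary human leukocytes. Exposure: 48 hr with compound.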
# TSHR antag – human thyrotropin receptor antagonism | activity change, negative = inhibition, % at 11.5 µM | 0.2% of 330,000 active | TSHR-expressing cells, TSH-stimulated cAMP HTRF, 2 h; active compounds read low;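 active = activity change below a set negative limit, meaning inhibition stronger than a set level, cut at about -70% in these data; inconclusive = activity change between two set negative limits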; also: % is scaled to controls: 0 for no effect and ±100 for the full control effect
#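 Competitive HTRF cAMP read-out (cryptate anti-cAMP antibody, cAMP-d2; 30 min, room temperature) in freshly harvested TSHR cells. Compounds added before TSH at EC80 (4nM final), followed by 2 hours' incubation at 37 deg C.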
# PTAP TSG101 blk – blocks PTAP/TSG101 interaction to inhibit HIV-1 budding | Potency, µM (top dose mostly 115 µM), without a hit: at the highest dose activity change, negative = inhibition, actives largely listed as inhibitors | AID 493005 | 340,000 tested, under 10 active | Fluorescence polarization, FITC-PTAP peptide / Tsg101 binding | Q99816; active = well fitted inhibition curve with a large enough effect in the main read-out, with a control signal flat, not every such curve was filed as active; inconclusive = small, poorly fitted or top-dose-only effect, or effect the other way, or a change in a side signal; inactive = no such curve, though single readings can be large or run the other way; also: potency is read from the fitted curve at half-maximal effect; % of control where 0% means no effect
#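 Steps: Tsg101 binding domain dispensed (10 uM final), compounds pinned in DMSO, FITC-labeled PTAP-motif peptide added (50 nM final); after 20 min binding at room temperature, polarization measured.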
# Menin-MLL TR inh – displaces Texas Red mutant MLL peptide from human menin | Potency, µM (titrated, usually from 61.6 µM), for the others: at the top dose FP activity change, negative = inhibition, hits mostly inhibitors | 0.23% of 270,000 active | O00255 | Menin + Texas Red MLL mutant peptide, fluorescence polarization; active = well fitted inhibition curve with a large enough effect in the polarisation, with a control signal flat, not every such curve was filed as active; inconclusive = small, poorly fitted or top-dose-only effect, or effect the other way, or a change in a side signal; inactive = no such curve, though single readings can be large or run the other way; the % refers to the polarisation; also: potency is read from the fitted curve at half-maximal effect; % of control where 0% means no effect; many of its hits are not listed in these tables
# Target sequence (O00255 whole entry, looked up): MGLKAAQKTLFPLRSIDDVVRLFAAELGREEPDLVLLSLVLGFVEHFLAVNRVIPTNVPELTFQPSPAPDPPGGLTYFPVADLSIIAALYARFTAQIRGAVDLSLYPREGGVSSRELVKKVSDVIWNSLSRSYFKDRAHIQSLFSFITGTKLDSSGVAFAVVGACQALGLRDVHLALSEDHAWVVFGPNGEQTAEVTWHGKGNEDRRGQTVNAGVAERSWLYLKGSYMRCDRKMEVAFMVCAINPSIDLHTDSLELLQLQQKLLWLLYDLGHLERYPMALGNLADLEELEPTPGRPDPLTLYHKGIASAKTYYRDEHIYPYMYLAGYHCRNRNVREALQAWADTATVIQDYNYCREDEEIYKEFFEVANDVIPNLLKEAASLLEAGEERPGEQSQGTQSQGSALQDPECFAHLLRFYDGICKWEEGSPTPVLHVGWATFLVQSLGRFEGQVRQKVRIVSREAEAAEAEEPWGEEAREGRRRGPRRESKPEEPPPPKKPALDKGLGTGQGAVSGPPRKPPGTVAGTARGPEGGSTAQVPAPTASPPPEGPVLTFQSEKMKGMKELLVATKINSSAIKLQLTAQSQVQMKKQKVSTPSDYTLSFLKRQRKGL
# CXXC DNA block – MLL CXXC-DNA interaction inhibition; Q03164; MLL-CXXC / FITC-HOXA9 DNA fluorescence polarization; Potency, µM (titrated, usually from 115 µM), for the others: at the highest dose activity change, negative = inhibition, most hits filed as inhibitors; 0.037% of 290,000 active; AID 2662; active = well fitted inhibition curve with a large enough effect in the polarisation, with a control signal flat, not every such curve was filed as active; inconclusive = small, poorly fitted or top-dose-only effect, or effect the other way, or a change in a side signal; inactive = no such curve, though single readings can be large or run the other way; the % refers to the polarisation; also: potency is read from the fitted curve at half-maximal effect
#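 Purified MLL-CXXC (added from a 7 uM solution) was preincubated 5 min at ambient with pinned compounds in 50 mM Tris-HCl pH 7.5, 50 mM NaCl, 1 mM DTT, 0.05% BSA. Fluorescein-labeled HOX-A9 DNA (50 nM solution) followed, 30 min, then polarization read.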
# Numbers without * were called inactive; ? = inconclusive; . = no result given; & = joins results of further samples; [ ] = remark or other dose. Unless noted, calls follow the shape of the dose curve; as a rule, active = well fitted curve in the direction sought with a large enough effect; inconclusive = small, poorly fitted or top-dose-only effect, or another doubt; inactive = no such curve, though single readings can be large; an effect the other way counts as inactive or inconclusive. Not all compounds are listed; the hit share may differ from the screen's.
molecule,Integrin act MD,S-ASM inh,Mito fusion yeast,A-T KAP1 phos,MBNL1-CUG inh,TCR activator,TSHR antag,PTAP TSG101 blk,Menin-MLL TR inh,CXXC DNA block
CSCc1ccc(C(=O)N2CCCC(Nc3ccc(F)cc3)C2)o1 (centres undefined),?,-2%,-4%,7%,-18%,-1%,?,-1%,.,0%
O=C(NNc1ccccc1Cl)C(O)(c1cccc(C(F)(F)F)c1)c1cccc(C(F)(F)F)c1,-48%[inhibitor],-19%,-4%,13%,-2%,5%,-6,-4%,?,6%
CCCc1cc(=O)oc2c(C)c(OCC(=O)NCCCN3CCOCC3)ccc12,9%,5%,2%,10%,-5%,2%,6,-7%,.,18%
CC1(C)S[C@@H]2[C@H](NC(=O)[C@H](N)c3ccccc3)C(=O)N2[C@H]1C(=O)O,.,?,-3%&0%,-28%&-3%,-6%&22%,1%&4%,-5&15,-2%&0%,4%&-16%&-4%,10%&4%
Cc1cccc(CNc2ncnc3ccc(-c4ccoc4)cc23)c1,.,-8%,7%&13%,-4%&-17%,.,-10%,-14&14,.,38%[activator],.
CCc1ccc(NC(=O)C(=O)NCCN2CCN(Cc3ccc([N+](=O)[O-])cc3)CC2)cc1,-6%,0%,-3%,-9%,5%,-7%[46.1 µM],1,1%,19%,-7%
CCOC(=O)C1CCN(C(=O)CSc2nc(N)cc(=O)[nH]2)CC1,5%,4%,4%,5%,-9%,-2%,2,-2%,-9%,8%
COC(=O)CCN(C(=O)c1ccc(N2CCCCC2)c([N+](=O)[O-])c1)c1ccccn1,9%,-11%,-2%,2%,?,1%,-10,0%,-22%,2%
CCCCN(CC)C(=O)c1n[nH]c(=O)c2ccccc12,1%,0%,0%,-7%,0%,-27%,3,-8%,0%,-10%
Cc1ccc(NC(=O)Cn2c(-c3ccc(F)cc3)cnc2SCC(=O)Nc2c(C)cccc2C)cc1,16%,5%,0%,5%,.,-3%,5,5%,-20%,2%
COC(=O)[C@H](Cc1ccccc1)[C@@H](C)OS(N)(=O)=O,-5%,11%,0%,3%,-12%,-6%,0,-4%,?,0%
CC1(C)CC(=O)C(C=NCc2cccnc2)=C(O)C1,-20%,-1%,-3%,-16%,12%,-6%,-2,-3%,-6%,-7%
Fc1cccc(CCN2CCN=C2Nc2ccccc2)c1,-20%,-1%,-5%,17%,.,1%,2,-3%,.,.
O=C(CCCOc1ccccc1)NC(=S)Nc1ccccc1,-371%[inhibitor],-1%,-13%,-5%,0%,0%,-6,0%,18%,3%
Cc1ccc(C(O)c2ccc(-n3ccnc3)cc2)cc1 (centres undefined),-7%,7%,-2%,-1%,6%,0%,-2,0%,-25%,3%
COCCn1c(SCC(=O)c2ccc(CNC(C)=O)o2)nc2ccccc2c1=O,10%,-1%,-8%,-5%,0%,2%,-4,-8%,-24%,-5%
Cc1ccc(OCc2nnc(SCc3ccc(C#N)cc3)n2-c2ccc(C)cc2)cc1,8%,-6%,18%,3%,7%,-2%,-6,-3%,.,4%
O=C(NCc1ccco1)C1CCC(N2C(=O)c3ccccc3C2=O)CC1 (centres undefined),-9%,-1%,-3%,-8%,1%,3%,9,-6%,-3%,-4%
CCOc1cc2[nH]c(=S)n(CCC(=O)N3CCc4ccccc4C3)c(=O)c2cc1OCC,-13%,-1%,0%,-4%,4%,1%,3,-4%,-15%,3%
CC1CCN(C(=O)COC(=O)/C=C/c2ccco2)CC1,-27%,7%,.,-6%,.,-4%,-1,-1%,.,.
Cc1cc(C)c2c(N)c(C(=O)N3CCc4ccccc4C3)sc2n1,16%,.,28%,21%,15%,0%,6,-5%,?,-11%
Cc1cccc2c1N(C(=O)CN1C(=O)c3ccccc3C1=O)C(C)(C)c1ssc(=S)c1-2,17%,-6%,5%,-1%,-4%,2%[46.1 µM],-11,-3%,?,-18%
COc1ccc(C(C)=O)cc1CN1C(=O)NC2(CCCCCCC2)C1=O,-5%,0%,-10%,0%,-3%,-5%,2,-3%,-6%,-4%
CC[n+]1c(/C=C/c2cc([N+](=O)[O-])ccc2O)ccc2ccccc21,0%,14%,-2%,5%,?,-224%,-2,0%,-9%,-1%
C=CCn1c(SCC(=O)N2CCOCC2)nc2scc(-c3ccco3)c2c1=O,-5%,-3%,3%,12%,1%,2%,-2,-3%,?,0%
O=C(Cn1c(=O)c2cccn2c2ccc(F)cc21)N1CCN(c2ccc(F)cc2)CC1,-20%,0%,-2%,-7%,7%,11%,-13,-1%,.,4%
COC(=O)c1ccccc1NC(=O)Nc1ccc(C(=O)N2CCCC2)cc1,-10%,2%,3%,1%,11%,-87%,-1,-8%,-4%,-6%
O=S(=O)(NCc1cccs1)c1cccc(S(=O)(=O)N2CCCCC2)c1,42%,2%,2%,-5%,-4%,1%,9,-2%,28%,13%
COc1ccc(S(=O)(=O)N(C)CC(=O)N2CCN(Cc3ccccc3)CC2)cc1C,3%,-1%,-3%,-2%,4%,-4%,-3,0%,.,-3%
CCOc1ccc(C2CC(c3cccc(OC)c3)n3nc(N)nc3N2)cc1 (centres undefined),4%,7%,-9%,9%,0%,-82%,5,-3%,5%,-1%
Cc1ccc(C)c(S(=O)(=O)Nc2ccc(O)c(C(=O)O)c2)c1,-12%,4%,-2%,-4%,-2%,8%,-1,-2%,19%,16%
O=C1/C(=C\c2cccc(O)c2O)SC(=S)N1Cc1ccccc1,-13%,-25%,-2%,2%,28%,6%,-15,2%,?,-1%
NC(=O)c1nn(CC(=O)Nc2cccc(S(=O)(=O)N3CCCC3)c2)c(=O)c2ccccc12,-4%,0%,2%,-2%,.,-2%,7,2%,.,.
CCOc1ccc(C2C(C(=O)c3ccc(C)o3)=C(O)C(=O)N2CCN2CCOCC2)cc1OC (centres undefined),-2%,-1%,2%,4%,22%,6%,-4,2%,-12%,7%
O=C(CCN1C(=O)S/C(=C/c2ccc(F)cc2)C1=O)Nc1ccc(O)c(C(=O)O)c1,24%,15%,-1%,0%,?,-1%,-2,-5%,.,-1%
COc1ccccc1N1CCN(C(=O)c2ccccc2SCC(=O)NCc2ccco2)CC1,0%,2%,-3%,-7%,.,2%,2,-2%,.,.
O=C(CNC(=O)c1ccccc1F)OCc1nc2ccccc2s1,-12%,0%,-3%,2%,-9%,14%,-2,0%,0%,1%
CC1=NN(c2ccccc2)C(=O)/C1=C\c1cc(C)n(C)c1C,24%,-15%,6%,-15%,?,-2%,2,-9%,.,?
O=C(O)c1ccccc1C(=O)OCCc1cc2ccccc2c(=O)o1,-20%,5%,-8%,0%,.,-4%,-40,-2%,.,.
CCCCOc1ccc(CSC(CC(=O)O)C(=O)O)cc1 (centres undefined),2%,1%,-1%,2%,-9%,-9%[46.1 µM],5,-2%,-5%,-6%
Cc1nn(-c2nnc(C)c(=O)[nH]2)c(C)c1SCC(=O)Nc1ccc(C(C)C)cc1,16%,-4%,4%,-4%,5%,1%,8,-5%,-2%,16%
CC(=O)c1sc(NC(=O)c2ccc(F)cc2)nc1-c1ccccc1,-16%,-3%,-6%,1%,32%[activator],1%,3,-2%,0%,?
CCC(C)n1c(=O)c2sccc2n2c(CCCC(=O)N3CCC(C(N)=O)CC3)nnc12 (centres undefined),13%,9%,-2%,2%,-2%,13%,6,0%,.,46%[activator]
Cc1ccc(NC(=O)[C@@H]2CCCN2S(=O)(=O)c2ccccc2F)cc1S(=O)(=O)N1CCOCC1,-19%,2%,-4%,4%,-5%,1%[46.1 µM],-4,-5%,9%,6%
CN(C)S(=O)(=O)c1cccc(-c2nn(-c3ccccc3)cc2/C=C(\C#N)c2nc3ccccc3[nH]2)c1,-1%,215%[activator],8%,-6%,?,-4%[46.1 µM],-6,0%,3%,16%
COc1cc(C2=NOC(C(=O)Nc3ccc(C)cc3)C2)cc(OC)c1OC (centres undefined),-1%,-7%,-1%,-4%,2%,-2%,10,-3%,9%,-5%
CCc1ccc(N2CN(Cc3cccnc3)CNC2=S)cc1,9%,4%,4%,-10%,.,2%,3,2%,.,0%
O=C(CN(C(=O)CNC(=O)c1ccco1)c1ccc2c(c1)OCCO2)NC1CCCCC1,0%,1%,-8%,1%[11.5 µM],2%,7%,-4,-4%,-14%,3%
NNC(=O)C1SCCN1S(=O)(=O)c1ccc(Cl)cc1 (centres undefined),21%,-2%,.,.,.,-7%,.,2%,.,.
